Furin inh: blocks human furin protease activity | P09958 | purified furin, fluorogenic substrate cleavage | inhibition, % at 30 µM | 220,000 tested, 0.061% active | AID 463115; in the data active = inhibition above about 25%; note: inactives centre near -15
KCC2 mod: modulates chloride dependent transport by human KCC2. AID 1456. B-score of Tl+ flux slope (higher = more flux/activation; lower = inhibition) at 10 µM. KCC2 cells, thallium flux FluoZin-2 fluorescence. 190,000 tested, 2.2% active. Q9H2X9;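 active = thallium flux slope and its plate-corrected score both differing from the plate sample mean at a set confidence after two filtering rounds, in either direction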;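 note: slope of fluorescence scaled to starting intensity during 10 to 20 s after thallium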
FXIIa inh: blocks human coagulation factor XIIa protease activity. AID 800. 220,000 tested, 0.3% active. purified FXIIa, Boc-QGR-AMC fluorogenic substrate, 2 h. inhibition, % at 5 µM; in the data active = inhibition above about 40%;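 note: 0% = enzyme with no compound and 100% = blank without enzyme; many of its hits are not listed in these tables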
PERK inhibitor: inhibitors of human PERK kinase; Q9NZJ5; CHO PERK-DD fusion, SEAP luminescence translation reporter; inhibition, % at 5.6 µM; 220,000 tested, 0.17% active;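 active = inhibition above the mean inhibition of all tested compounds plus 3 SD, set separately per screening campaign, cut at about 2.9% in these data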;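 note: PERK kinase domain activated by AP20187 dimerizer at 100 nM; 0% = DMSO with dimerizer and 100% = rapamycin at 8.4 µM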
Target sequence (Q9NZJ5 whole entry, looked up, the tested form may be a part): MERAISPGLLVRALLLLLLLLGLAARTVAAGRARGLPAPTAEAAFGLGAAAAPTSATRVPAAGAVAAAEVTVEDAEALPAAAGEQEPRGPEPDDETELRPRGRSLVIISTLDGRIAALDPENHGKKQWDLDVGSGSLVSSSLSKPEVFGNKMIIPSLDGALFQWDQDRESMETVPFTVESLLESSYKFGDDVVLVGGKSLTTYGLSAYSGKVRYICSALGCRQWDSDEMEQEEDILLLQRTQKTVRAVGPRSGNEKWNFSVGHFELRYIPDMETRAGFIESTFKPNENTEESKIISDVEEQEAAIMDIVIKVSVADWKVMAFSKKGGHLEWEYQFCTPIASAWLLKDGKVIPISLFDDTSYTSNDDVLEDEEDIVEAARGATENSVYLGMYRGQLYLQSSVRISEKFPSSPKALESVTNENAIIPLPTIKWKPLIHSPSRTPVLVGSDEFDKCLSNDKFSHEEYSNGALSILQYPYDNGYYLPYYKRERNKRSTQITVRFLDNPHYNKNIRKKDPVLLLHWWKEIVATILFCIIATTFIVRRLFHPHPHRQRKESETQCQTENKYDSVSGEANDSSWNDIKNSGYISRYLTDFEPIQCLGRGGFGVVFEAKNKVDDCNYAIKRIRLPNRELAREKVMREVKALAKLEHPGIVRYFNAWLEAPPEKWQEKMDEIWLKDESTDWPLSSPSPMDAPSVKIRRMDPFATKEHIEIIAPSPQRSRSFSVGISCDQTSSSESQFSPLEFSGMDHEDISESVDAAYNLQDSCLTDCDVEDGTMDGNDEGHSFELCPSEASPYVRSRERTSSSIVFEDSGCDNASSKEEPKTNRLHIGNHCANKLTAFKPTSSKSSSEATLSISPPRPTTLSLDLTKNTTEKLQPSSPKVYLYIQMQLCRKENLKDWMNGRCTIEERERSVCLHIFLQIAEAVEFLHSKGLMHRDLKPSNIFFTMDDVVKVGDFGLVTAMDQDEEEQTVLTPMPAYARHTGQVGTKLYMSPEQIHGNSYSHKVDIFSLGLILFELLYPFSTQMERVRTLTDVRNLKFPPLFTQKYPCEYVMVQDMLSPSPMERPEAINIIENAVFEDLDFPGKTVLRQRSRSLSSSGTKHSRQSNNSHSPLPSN
p97 ATPase inh: blocks human p97 ATPase activity; AID 1481; P55072; inhibition, % at 8 µM; 220,000 tested, 0.42% active; recombinant p97 ATPase, Kinase-Glo ATP luminescence, 3 h; in the data active = inhibition above about 15%;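 note: 0% = DMSO vehicle and 100% = wells lacking enzyme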
Thrombin inh: thrombin (human) inhibition | alpha-thrombin, Boc-VPR-AMC fluorogenic substrate cleavage | inhibition, % at 5 µM | 220,000 tested, 0.26% active | AID 1046;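 active = inhibition at or above 40%; inactive = inhibition below 40%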;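 note: 0% = enzyme with no compound and 100% = wells without enzyme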
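System: Human alpha-thrombin protein | Medium: pH 7.5 Tris (50 mM) with NaCl 150 mM, Tween 20 0.05% | Times: Enzyme reaction carried out at room temperature | Detection: AMC fluorescence, 355/460 nm | Evaluation: Percent inhibition scaled between no-compound controls and no-enzyme blanks | Benchmarks: Enzyme without compound as high, wells lacking enzyme as low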
KLK5 inh: blocks human kallikrein 5 protease activity; inhibition, % at 5 µM; AID 873; Q9Y337; 210,000 tested, 0.59% active; recombinant hK5, fluorogenic AMC substrate cleavage;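 active = inhibition of 40% or more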;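 note: 0% = enzyme controls without compound and 100% = no-enzyme blanks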
FXIa inh 1536: inhibitors of human coagulation factor XIa; inhibition, % at 5 µM; P03951; purified FXIa, Boc-Glu-Ala-Arg-AMC fluorogenic substrate; 220,000 tested, 0.14% active; AID 798;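 active = inhibition of at least 40%; inactive = inhibition below 40%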;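 note: fluorescence of freed AMC excited at 355 nm; 0% = enzyme without compound and 100% = no enzyme blank; many of its hits are not listed in these tables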
Wee1 degr inh: inhibitors of human Wee1 degradation. P30291. reporter increase, % at 5 µM. AID 1321. 220,000 tested, 1.2% active. HeLa Luc-Wee1K328M stability, luciferase luminescence; 100% = proteasome inhibitor MG132 effect;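 active = activation above the mean of all tested compounds plus 3 SD, set per screening run, cut at about 8.8% in these data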;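 note: cells exposed to compound for 20 h before luminescence read; 0% = DMSO alone and 100% = MG132 at 30 µM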
The depositor's hits bear a star; . = not tested or not shown; [ ] = another dose, or the depositor's remark.

structure	Furin inh	KCC2 mod	FXIIa inh	PERK inhibitor	p97 ATPase inh	Thrombin inh	KLK5 inh	FXIa inh 1536	Wee1 degr inh
COc1cccc(N2CCN(C(=O)Nc3ccc4c(c3)NC(=O)CO4)CC2)c1	-10[20 µM]	0.27	1	0.8	3	4	4	4	0
Cc1ccc(S(=O)(=O)N2CCN(C(=O)CN3CCN(C)CC3)C2)cc1	-23	1.5	11	0.5	5	0	-3	6	0
CSc1cccc(NC(=O)CCNC(=O)c2ccco2)c1	-21	0.79	7	1.3	3	-9	2	-1	0
Cc1cccc(NC(=S)NC(=O)C(c2ccccc2)c2ccccc2)n1	-10[20 µM]	-0.78	.	-0.7	4	.	.	.	-2
CC(C)Nc1nnc(SCC(=O)NCc2ccc3c(c2)OCO3)s1	-26	1.8	14	0.9	5	-20	-1	-10	-2
Cc1ccc(S(=O)(=O)c2nc(-c3cccs3)oc2NCCCN(C)C)cc1	-19	0.85	8	-1.2	0	-7	-5	5	-1
CCc1c(O)nc(SCC(=O)Nc2nc3ccccc3s2)n(-c2ccccc2)c1=O	-27	-3.1	12	2.0	9	2	5	5	3
CC12COC3(P(=O)(c4ccccc4)c4ccccc4)CC1CCC23CP(=O)(c1ccccc1)c1ccccc1 (centres undefined)	-8	-1.2	5	0.1	-7	-3	-4	-4	2
O=C(Cn1nnc(-c2ccccc2NC(=O)c2cccs2)n1)Nc1ccccc1	-25	-0.074	3	-0.5	5	-6	0	-4	-1
O=C(Nc1ccc(Cc2ccncc2)cc1)C1CC1	-21[20 µM]	-1.2	1	0.4	1	-11	-4	7	-4
Cc1cc(/C=N/NC(=O)C(=O)NCc2ccccn2)c(C)n1-c1cccc(Br)c1	-19	-0.59	9	0.2	4	-3	3	-2	-3
CC1=NN(C(C#N)c2ccccc2)C(C)(C)C1 (centres undefined)	-30	0.4	6	0.5	6	-7	1	-2	6
CCOc1cc(-c2nc(C)c(C(C)=O)n2O)ccc1OCC(=O)Nc1cccc(C)c1	-19	-0.37	4	0.0	-1	4	0	4	0
c1ccc2[nH]c(CSc3nccs3)nc2c1	-28	-0.1	13	0.1	0	5	3	2	3
Cc1ccccc1OCc1nnc(SCC(=O)Nc2ccc3nc(SCC(=O)NC(C)(C)C)sc3c2)n1C	-18[20 µM]	0.85	12	1.8	2	3	-4	18	9
CC(=O)N(C(C)=O)c1ncnc2c1c(-c1ccc(Cl)cc1)nn2C(C)(C)C	-22	0.28	-2	0.7	-2	3	-19	-4	0
O=C(CCCCl)Oc1ccc2cc(-c3ccc4ccccc4n3)c(=O)oc2c1	-19	-0.18	-7	0.5	4	-14	-39	-1	6
Cc1c(/C=C2\SC(=O)N(CC(=O)Nc3ccc4c(c3)OCO4)C2=O)c2ccccc2n1C	-18[20 µM]	1.6	-2	-0.3	4	-9	16	-8	1
O=C(c1ccc(Cl)cc1)c1c[nH]c(C(=O)NNc2cccc(Cl)n2)c1	-10	.	7	0.6	2	-3	2	-1	3
N/C(=N\OC(=O)c1cccc(Cn2cc(C(F)(F)F)ccc2=O)c1)c1ccccc1	-15	-0.38	15	-0.8	-2	1	1	4	4
COc1ccccc1-c1ccc(SCC(=O)Nc2cc(C)on2)nn1	-15	-2.8	6	-0.5	2	5	-14	0	-3
CN1CC(c2ccccc2Cl)C2(COc3ccccc3C2=O)C12C(=O)Nc1ccccc12 (centres undefined)	-11	-0.099	12	-0.5	-4	6	-2	2	2
COC(=O)c1c(C(=O)OC)c(-c2cccc(C)c2)n2c1CS(=O)(=O)C2	-26[20 µM]	-0.58	2	0.0	-2	-1	5	-4	1
COC(=O)c1ccccc1NC(=S)NC(=O)c1ccccc1	-23	.	19	1.2	26*	-8	-23	17	2
CC(C)(C)c1ccc(OCc2ccc(C(=O)N/N=C/c3ccc([N+](=O)[O-])cc3)o2)cc1	-24[20 µM]	1.1	28	-0.5	-4	1	-6	-2	-2
O=C(NC(=S)Nc1ccccc1[N+](=O)[O-])c1ccco1	-1	25*	14	0.1	-4	1	-2	4	-1
CCCCCC(=O)NC(Nc1ccc(S(N)(=O)=O)cc1)C(Cl)(Cl)Cl (centres undefined)	-19	0.51	5	0.4	1	-12	-14	3	-2
CCCCn1c(=N)n(CC(=O)c2ccco2)c2ccccc21	-7[20 µM]	0.055	10	-0.1	-1	-6	25	-6	-2
COc1ccc(Cc2noc(COc3ccc(Cl)cc3)n2)cc1	9[20 µM]	-0.82	11	0.1	-4	-2	-4	2	-1
Cn1cc(C(=O)c2ccccc2)cc1-c1nc2ccccc2n1C	-6[20 µM]	-0.11	18	0.3	3	2	-4	7	2
COc1ccc(N2C(=O)C3C4C=CC(C4)C3C2=O)nn1 (centres undefined)	-12[20 µM]	0.52	5	0.7	1	-3	2	4	-1
CCCCOC(=O)n1c(=S)oc2cc(Cl)ccc21	-13[20 µM]	1.2	3	0.6	3	23	-20	-5	-1
Cc1c(N=C2C=CC(=O)c3ccccc32)c(=O)n(-c2ccccc2)n1C	-12	-1.1	7	0.3	5	-9	-1	1	-1
CCOc1cc(C)ccc1OCc1nnc(SCC(=O)c2cccc([N+](=O)[O-])c2)n1CC	-12[20 µM]	.	13	1.4	2	-2	2	-5	-3
CC(C)c1ccc(-c2nc(N3CCCCCC3)nc3n[nH]c(N)c23)cc1	-28[20 µM]	.	7	-0.4	1	3	8	1	-1
C=CCn1c(SCC(=O)Nc2ccc(-c3nc4ccc(C)cc4s3)cc2)nnc1-c1ccncc1	-28	1.7	-2	0.2	0	-10	-13	-7	5

Profiles, quoted from the list:
Listed for Cn1cc(C(=O)c2ccccc2)cc1-c1nc2ccccc2n1C : Furin inh: -6[20 µM]; KCC2 mod: -0.11; FXIIa inh: 18; PERK inhibitor: 0.3; p97 ATPase inh: 3; Thrombin inh: 2; KLK5 inh: -4; FXIa inh 1536: 7; Wee1 degr inh: 2
Listed for C=CCn1c(SCC(=O)Nc2ccc(-c3nc4ccc(C)cc4s3)cc2)nnc1-c1ccncc1 : Furin inh: -28; KCC2 mod: 1.7; FXIIa inh: -2; PERK inhibitor: 0.2; p97 ATPase inh: 0; Thrombin inh: -10; KLK5 inh: -13; FXIa inh 1536: -7; Wee1 degr inh: 5

Next entries.
structure	Furin inh	KCC2 mod	FXIIa inh	PERK inhibitor	p97 ATPase inh	Thrombin inh	KLK5 inh	FXIa inh 1536	Wee1 degr inh
CCn1c(C)cc(C)c(C#N)c1=O	-22	.	8	1.0	3	-8	1	-2	-1
O=C(c1ccccc1Br)N1CCCC(c2nc(-c3cccs3)no2)C1 (centres undefined)	-23	-1.8	.	-0.6	1	-9	-2	-5	-2
CC1Cc2ccccc2N1C(=O)CCS(=O)(=O)c1cccs1 (centres undefined)	-6	-1.3	10	-0.5	-1	-5	4	3	0
Cc1cc(C)n(CC(O)Cn2c3ccccc3c3ccccc32)n1 (centres undefined)	-10[20 µM]	0.87	19	-0.1	-9	4	4	2	-3
Cc1c(NC(=O)Cn2cc([N+](=O)[O-])cn2)c(=O)n(-c2ccccc2)n1C	-15	0.48	0	-0.1	2	-2	-7	-2	0
COc1ccc(S(=O)(=O)N(Cc2cccs2)C2CCCC2)cc1	-4	-1.3	-14	1.2	0	-9	-11	-8	3
Cc1ccc(C)c(N(C)C(=O)c2coc(=O)c3ccccc23)c1	-9[20 µM]	.	5	-0.3	-2	1	-7	-1	0
O=C(Nc1cc(S(=O)(=O)Nc2ccccc2Cl)ccc1O)c1cc2c(s1)CCCC2	-25	.	11	1.5	6	-1	0	1	1
O=[N+]([O-])c1ccc(N=Cc2sc3ccccc3c2O)cc1	2	0.47	4	0.2	3	-1	-20	-3	2
O=C(NCC1CCCO1)C1c2ccccc2C(=O)N1C1CCCCCC1 (centres undefined)	-15[20 µM]	0.35	11	-1.2	2	-1	3	3	-1
Cc1ccc(/C=N\Nc2cn[nH]c(=O)c2Cl)cc1	-17[20 µM]	.	15	1.2	2	3	-12	1	-1
Cc1nc2sc(C(=O)OCC(=O)N3c4ccccc4CC3C)c(C)c2c(=O)[nH]1 (centres undefined)	-25	-1.4	8	1.4	3	0	0	0	3
NC(=O)C(CC(=O)O)NC(=O)[C@@H]1CCCCNc2c(I)cc([N+](=O)[O-])cc2C(=O)N[C@@H](CO)C(=O)NCC(=O)N1 (some centres undefined)	-1	0.47	0	-0.1	0	4	-47	-8	-1
CC(C)NC(=O)c1c(CSc2ccccc2)noc1C(=O)NCc1ccccc1	-11	0.11	12	.	.	12	6	7	.
NNC(=S)NCc1ccco1	-24	0.55	8	1.1	3	-10	0	1	-2
NS(=O)(=O)c1ccc(CNC(=O)c2ccc(Br)o2)cc1	-16[20 µM]	0.25	6	-0.6	-1	-7	-11	-4	-2
Cc1ccc(C2N=C(N)Nc3nc4ccccc4n32)cc1 (centres undefined)	-14	-0.011	10	0.3	7	.	0	3	-3
S=C(NC1CCCC1)N1CCN(c2ncccn2)CC1	-22	-0.3	8	0.7	-1	5	20	2	0
O=S(=O)(NC1CCCCC1Nc1ccc(Cl)cc1)c1ccccc1 (centres undefined)	-3	-0.63	7	-0.3	-5	-3	-12	8	-2
O=C1CC(c2ccc(S(=O)(=O)Nc3cc(C(F)(F)F)cc(C(F)(F)F)c3)cc2)CN1 (centres undefined)	-18[20 µM]	.	19	0.1	-5	5	10	-14	-3
Cc1ccc(-c2nc(=S)c3c(n2Cc2ccco2)CCCC3)cc1	7	25*	3	-1.1	-1	-4	-9	-15	2
CCOC(=O)C1CCCN(C(=O)CCCn2nc(C)n3c(cc4sccc43)c2=O)C1 (centres undefined)	-27	-4.2*	0	0.0	-2	-7	-11	-9	0
C=CCNC(=S)N/N=C/c1ccc(-c2cccc([N+](=O)[O-])c2)o1	-19	0.28	0	-0.1	4	-3	-4	-3	-3
COC(=O)C1=C(C)N(C)C(=O)NC1c1cc(Cl)c(O)c(OC)c1 (centres undefined)	-11[20 µM]	-0.92	15	0.2	-2	-5	-8	4	3
CC(Sc1ccccc1)C(=O)NN=C1CCCCCCC1 (centres undefined)	-17	1.9	6	1.7	-3	-6	.	-3	-3
CC(C)(C)NC(=O)NC(=O)COC(=O)C1=COCCO1	-21[20 µM]	0.73	-3	0.3	1	-5	-11	-15	0
CCN(CC)S(=O)(=O)c1ccc(N2CCOCC2)c(NC(=O)C(C)(C)C)c1	-28	-0.33	9	0.3	0	-1	1	-1	3
COc1ccc(Br)c2c1C(=O)CC2	-15	-0.1	18	1.3	1	-1	-3	10	4
Cn1c(N2C(=O)CC(Cc3ccccc3)C2=O)nc2ccccc21 (centres undefined)	-11[20 µM]	-2.6	17	0.2	3	3	-7	8	-1
Cc1cccc(NC(=O)C(=O)NCc2ccc3c(c2)OCO3)c1C	-18	0.83	-2	1.4	1	-2	-11	-4	-1
Cc1nn2c(-c3ccncc3)ccnc2c1Cl	-26	-0.023	10	0.7	2	-4	0	-2	7
Cc1ccc(Nc2nc(-c3ccc(O)c(O)c3)cs2)nc1	-21	0.61	9	-0.3	14	-6	-1	9	2
Cn1c(=O)[nH]c(=O)c2c1nc(N1CCCC1)n2CCCSc1nnnn1-c1ccccc1	-5	-0.13	9	-0.2	-1	-1	-12	8	-2
ONC(=Nc1ccc(Cl)cc1)c1ccc(Cl)cc1	-22[20 µM]	0.19	17	0.3	0	2	-6	3	-2
Fc1ccc(CNC(=S)NC2CCCC2)cc1	-21	0.28	14	0.9	5	-9	-14	5	-3
